Pf apPOL inh: Pf-apPOL DNA polymerase inhibition; Recombinant Pf-apPOL, molecular beacon fluorescence, 1.5 h; inhibition, % at 10 µM; 0.25% of 210,000 active; AID 1794808
mHTT CaM bind: disrupts binding of mutant huntingtin to calmodulin; AlphaScreen His-mHTT/GST-CaM binding, luminescence; inhibition, % at 15 µM; 3.6% of 190,000 active;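 further: 0% = both proteins with DMSO and 100% = one protein alone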
Numbers without * were called inactive; . = no result given; & = joins results of further samples. No stated cut-off is given here; in the data, active means inhibition above about 50%; inactive means the rest.

SMILES	Pf apPOL inh	mHTT CaM bind
O=C(O)c1cc(-c2ccccc2)c(C(F)(F)F)s1	0&-5	.
Cc1nn2c([N+](=O)[O-])c(C)[nH][n+]2c1C(=O)Nc1ccc(S(=O)(=O)Nc2nccs2)cc1	-2	8
O=S(=O)(c1ccc(-n2ccnc2)cc1)N1CCCC1	.	-5
COc1ccc(CCNC(=S)NC2Cc3ccccc3C2)cc1OC	6	7
Cc1cc(N2CCN(C(=O)COc3ncccn3)CC2)nc(N2CCCCC2)n1	-1	-8
O=C(CN(c1ccccc1)S(=O)(=O)c1ccccc1[N+](=O)[O-])NCc1ccco1	2	9
COc1ccc(CCNC(=O)c2ccc3c(c2)N(C)C2CCCCN2C3=O)cc1OC (stereo not drawn)	-6	0
Cc1cc(N2C(=O)CSC2c2ccc(F)cc2)ccc1Br (stereo not drawn)	-3	-20
CCC[C@H]1[C@@H](NCc2cccs2)CC[C@@]23CCCN2C(=O)CCC[C@@H]13	-6	-2
O=C(Nc1ccc2c(c1)OCCO2)c1cc(I)ccc1Cl	-3	-6
Cc1ccc(C)c(NC(=O)c2cnn3c2NC(c2ccco2)CC3C(F)(F)F)c1 (stereo not drawn)	-3	6
Cc1cccc(CNC(=O)C2CCc3nc(N4CCN(C(=O)C(C)C)CC4)sc3C2)c1 (stereo not drawn)	-1	0
O=C(NCc1cccnc1)C(=O)Nc1cccc(Cl)c1Cl	0	-8
COc1ccc(N(C(=O)CC2CCCCC2)C2C=CS(=O)(=O)C2)cc1 (stereo not drawn)	-4	4
COc1cccc(NC(=O)c2oc(=O)c3ccccc3c2-c2ccc(C)cc2)c1	-4	-3
O=C(COc1ccccc1[N+](=O)[O-])NCc1ccccc1	13	0
CC1(C)CC(=O)C(Sc2ccc(Br)cc2)=C(O)C1	0	-3
CCC(C)c1c(O)nc(SCC(=O)Nc2ccc(Cl)cc2)[nH]c1=O (stereo not drawn)	0	-5
COc1cccc(OCc2nc(C(=O)N3CCN(C)CC3)cs2)c1	-4	9
Cc1cc(Cl)ccc1N1C(=O)CC(Sc2ccccc2N)C1=O (stereo not drawn)	-2	2
Cc1cccc(C(=O)N2CCCC(C(=O)NCc3ccco3)C2)c1 (stereo not drawn)	-14	41
CN1C(=O)c2ccccc2C(C(=O)NCc2cccnc2)C1c1cccs1 (stereo not drawn)	-8	6
O=S1(=O)CC(N2CCC(c3ccccc3)CC2)CN1Cc1ccc(F)cc1 (stereo not drawn)	-6	36
Cc1ccc(C)c(NC(=O)N2CCCC(CNC(=O)C(C)C)C2)c1 (stereo not drawn)	-8	0
Cc1c(C)n(CC(O)CNc2ccc(Cl)cc2)c2ccccc12 (stereo not drawn)	2	100*
O=C(Cc1c[nH]c2ccccc12)N(Cc1cccs1)C1(C(=O)NC2CCCC2)CCCCC1	-6	0
CCc1ccc(S(=O)(=O)N2CCCC(C)(C(=O)NCc3ccc(F)cc3)C2)cc1 (stereo not drawn)	3	17
Cc1cc(C)n2nc(SCC(=O)N3CCCC3)nc2n1	-9	0
O=c1c(-c2ccccc2)c2sc3ccccc3nc-2c2ccccc12	.	10
O=C(Nc1nccn(-c2ccc(Br)cc2)c1=O)c1ccc(F)cc1	-4	5
CC(CN1CCOCC1)c1ccccc1 (stereo not drawn)	-1	-4
COc1ccc(Cl)cc1C(=O)N1CCC(c2nnc(C(C)C)o2)CC1	-6	-5
Cc1nnc(NC(=O)Cc2csc(NC(=O)C3CCCC3)n2)s1	1	-6
COc1cccc(NC(=O)N2CCC3(CC2)CC(=O)c2ccccc2O3)c1	3	5
COc1ccc(C2=N/C(=C\c3ccc([N+](=O)[O-])cc3)C(=O)O2)cc1Br	-3	3
O=C(O)CCC(=O)Nc1nnc(-c2cccs2)s1	-7	-2
Cc1ccccc1-n1nc2c(c1NC(=O)c1ccc(Cl)cc1)CSC2	-2	71*
O=c1cc(CN2CCc3ccccc3C2)nc(-c2ccccc2)[nH]1	0	5
O=C(Nc1ccccc1Cl)c1c(O)c2cccnc2n(-c2ccc(F)cc2)c1=O	-6	4
CC1CN(S(=O)(=O)c2cccs2)CC(C)O1 (stereo not drawn)	.	-5
Cc1cn2c(CCC(=O)NCc3ccco3)csc2n1	-2	-6
O=C(Cc1cccc2ccccc12)NCC1(O)CCCC1	-2	-3
CCC1CN2C=NC(N3CCN(C(=O)CCc4c(C)noc4C)CC3)=CC2=N1 (stereo not drawn)	-4	-1
CCc1ccc(C=C2Oc3c(ccc(O)c3CN(CCOC)CCOC)C2=O)cc1	-76	10
CCOc1ccccc1NC(=O)C1CC(=O)N(c2ccccc2)C1 (stereo not drawn)	-3	-3
O=C(NCc1ccccc1Cl)C1CCN(c2cnc3nccnc3c2)CC1	1	-2
O=C1NC2(Nc3sc4c(c31)CCCC4)C(=O)Nc1ccccc12 (stereo not drawn)	18	23
CCc1nccn1CC1CCN(C(=O)C(C)(C)C)CC1	-5	-7
Cc1ccnc(NC(=O)C2CCCN(c3cc(=O)n(C)c(=O)n3C)C2)c1 (stereo not drawn)	5	-5
CN(Cc1ccccc1)C(=O)CN1C(=O)/C(=C/c2cccc(Cl)c2)Sc2ccccc21	-2	16

Further records
SMILES	Pf apPOL inh	mHTT CaM bind
Cc1cc(C)c(C#N)c(SCC(=O)c2ccc(O)c(O)c2)n1	2	14
CCOc1ccc(N(C(C)C(=O)NC2CCCCCC2)S(C)(=O)=O)cc1 (stereo not drawn)	-1	-5
CC(C)(C)Sc1ccc(SC(C)(C)C)s1	.	-29
Cc1c(Cl)cccc1NC(=O)C12CC3CC(CC(C3)C1)C2	-8	2
COc1ccc(NC(=O)c2cc(OC)c(OC)c(OC)c2Br)cc1OC	1	6
CCC(=O)N1CCc2cc(Br)cc(S(=O)(=O)N(CC)CC)c21	-11	3
S=C(NCc1cccc(Cl)c1)O[C@H]1CCC12CCC(c1ccccc1)CC2 (stereo partly drawn)	-9	-41
CC(=O)Nc1cccc(NC(=O)c2cccc(I)c2)c1	-2	-4
Cc1ccc(S(=O)(=O)N(CC(N)=O)Cc2ccc(Cl)c(Cl)c2)cc1	0	25
Cc1ccc(NC(=O)Nc2nnc3ccccn23)c(Cl)c1	-3	1
C=CCc1c(C)nc(-c2ccccc2)nc1Nc1ccccc1O	-7	1
CN(C)c1cccc(C(=O)N2CCC3(CC2)NC(=O)N(Cc2ccccc2Cl)C3=O)c1	-1	25
Cc1ccc(NC(NC(=O)c2ccco2)C(=O)c2ccccc2)c(C)c1 (stereo not drawn)	-6	12
O=C(CCn1c(=O)c2sccc2n(Cc2ccc(F)cc2Cl)c1=O)NCc1ccccc1	0	-1
Cc1oc(C2CCN(C(=O)C3CCOC3)CC2)nc1C(=O)N1CCCCC1 (stereo not drawn)	-2	0
Cc1cc(C)c(NC(=O)COc2ccc(C)c(C)c2)c(C)c1	-1	-8
CCc1ccccc1NC(=O)C1Oc2ccccc2NC1=O (stereo not drawn)	0	-3
CNc1nc(Cl)ncc1[N+](=O)[O-]	1	-6
O=S1(=O)CCOC[C@H](c2ccccc2)N1Cc1ccc(Cl)cc1Cl	-4	-7
Cc1ccc(N2CCN(C(=O)C3CCCC3)C(C)C2=O)c(C)c1 (stereo not drawn)	0	1
COc1cc(OC)c(OC)cc1/C=C1\N=C(c2ccc(Cl)cc2)OC1=O	-5	5
COc1ccc(CNc2nc(-c3ccccc3)nnc2C)cc1	-5	56*
COc1ccc(NC(=O)C2CCc3sc(C(=O)N4CCOCC4)cc3C2)c(OC)c1 (stereo not drawn)	-5	41
Cc1ccc(C)c(-c2cc3c(N4CCC(C(=O)NCc5cccs5)CC4)nccn3n2)c1	0	14
O=C(O)CN1C(=O)C(=O)C(=C(O)c2ccc(Cl)cc2)C1c1ccccc1[N+](=O)[O-] (stereo not drawn)	-6	6
O=C(NC1CCCCCC1)c1ccc(I)cc1	-2	-6
Cc1cc(NS(=O)(=O)c2ccc(NC(=O)c3cccs3)cc2)no1	-4	-4
CSc1sc(C)cc1C1C(C#N)=C(N)N(c2ccccc2[N+](=O)[O-])C2=C1C(=O)CCC2 (stereo not drawn)	5	29
CC1(C)N=C(c2ccc(F)cc2)C(=O)N1CC(=O)Nc1ccc(F)c(Cl)c1	-9	15
Nc1nc(Nc2ccccc2)nc2cccc(F)c12	2	-10
O=[N+]([O-])c1ccccc1C1Nc2c(cccc2[N+](=O)[O-])C2C=CCC21 (stereo not drawn)	5	65*
COc1ccc(-c2cnnn2-c2ccc(NC(=O)/C=C/c3ccc4c(c3)OCO4)cc2)cc1OC	-1	15
NS(=O)(=O)c1cc(C(=O)Nc2ccccc2)c(Cl)cc1Cl	3	7
Cc1nc(Nc2ccccn2)sc1C(=O)N1CCc2ccccc2C1	1	26
O=C1OC(c2ccccc2)=N/C1=C/c1coc2c(Cl)cc(Cl)cc2c1=O	.	-6
Cc1cc(NC(=O)CSc2nc(NCC3CCCO3)c3ccccc3n2)n[nH]1 (stereo not drawn)	-5	13
Cc1occc1C(=O)Nc1cccc(Cl)c1C	-2	2
COc1ccc(-c2cc(C(F)(F)F)n3ncc(C(=O)N4CCCCCC4)c3n2)cc1	-5	-4
COc1ccc(C(=O)Nc2ccc(NC(=O)c3ccc(Br)cc3)cc2)cc1[N+](=O)[O-]	1	3
O=C(Nc1ccc(O)c2c(=O)cc(-c3ccccc3Cl)oc12)c1ccc(F)cc1	0	2
O=C1S/C(=C\c2ccccc2)C(=O)N1c1cccc(O)c1	-2	13
COc1cccc2sc(=NC(=O)c3cccc([N+](=O)[O-])c3)n(C)c12	-9	2
O=C(Cc1c(C(=O)O)[nH]c2ccc(Cl)cc12)Nc1ccc(F)cc1	-7	-1
Cc1onc(-c2c(Cl)cccc2Cl)c1C(=O)Nc1ccncc1	0	0
OCCN1CCN(CC(O)COCC2CC3CCC2C3)CC1 (stereo not drawn)	-6	0
COc1ccc(NC(=O)Cn2ccc3c(=O)[nH]ccc32)cc1Cl	78*	24
O=C(Nc1cccc(Cl)c1)N1CCC(N2CCN(Cc3ccc(F)cc3)C2=O)CC1	-3	15
CC(C)CNC(=O)N1CCCC(C)(C(=O)NCc2ccccc2)C1 (stereo not drawn)	-1	-5
Cc1ccc2nc3c(c(C(=O)NC4CC4)c2c1)CCCC3	-3	15
Cc1ccc(S(=O)(=O)c2ccc(C)c(S(N)(=O)=O)c2)cc1S(N)(=O)=O	-5	-3

Next results follow:
SMILES	Pf apPOL inh	mHTT CaM bind
O=C(CC(C(=O)N1CCc2ccccc21)n1ccnc1)NCc1ccccc1 (stereo not drawn)	-8	-4
Cc1nnc(NC(=O)c2ccc3c(c2)OCO3)s1	0	-18
CN(C)c1nn(CC(=O)Nc2ccc(F)c(Cl)c2)c(=O)c2ccccc12	-2	-4
COCCN1C(=O)c2ccccc2C(C(=O)Nc2cccc(Cl)c2)C1c1ccc(F)cc1 (stereo not drawn)	4	0
COc1ccc(NC(=O)C2CC(C)=CCC2C(=O)O)cc1 (stereo not drawn)	-9	0
Cc1cc(C)c(N2CCN(S(=O)(=O)N3CCCCC3)CC2)c(C)c1	-12	-22
c1ccc(C(CN2CCOCC2)c2ccccc2)cc1	0	-6
CCCN1CCN(C(=O)C2CCCN(c3cnn(Cc4ccccc4)c(=O)c3)C2)CC1 (stereo not drawn)	0	2
CC(C)Cc1ccc(S(=O)(=O)N2CCC(CN3CCCCC3)CC2)cc1	2	-2
O=S(=O)(Nc1ccc(F)cc1)c1ccc(N=Cc2ccccc2O)cc1	-11	-2
O=C(Nc1cc(F)ccc1F)Nc1cccn2cnnc12	-3	-3
CN(CC(=O)N1CCCC1)S(=O)(=O)c1ccc(Br)cc1	-4	0
Cc1cccc(CC(=O)N2CCC(Cc3nc4cccnc4n3C)C2)c1 (stereo not drawn)	-7	2
CCc1cc(C2CCCN2C(=O)c2cc(-c3ccccc3)no2)on1 (stereo not drawn)	-5	0
O=C1C2CCCCC2C(=O)N1CNc1ccccc1 (stereo not drawn)	4	2
CCN1CCN(CCNC(=O)C2CCN(c3ccc(N4CCCC4)nn3)CC2)CC1	-2	-3
Cn1c(CC2CCN(S(=O)(=O)Cc3ccc(F)cc3Cl)C2)nc2cccnc21 (stereo not drawn)	-4	8
CCCC1(C)NC(=S)N(c2ccccc2)N1 (stereo not drawn)	.	-5

Gathered by group: those above with a cyano group (2)
SMILES	Pf apPOL inh	mHTT CaM bind
Cc1cc(C)c(C#N)c(SCC(=O)c2ccc(O)c(O)c2)n1	2	14
CSc1sc(C)cc1C1C(C#N)=C(N)N(c2ccccc2[N+](=O)[O-])C2=C1C(=O)CCC2 (stereo not drawn)	5	29

Filtered by structure: the compounds so far with a thiophene ring, fused or not.
SMILES	Pf apPOL inh	mHTT CaM bind
O=C(O)c1cc(-c2ccccc2)c(C(F)(F)F)s1	0&-5	.
CCC[C@H]1[C@@H](NCc2cccs2)CC[C@@]23CCCN2C(=O)CCC[C@@H]13	-6	-2
CN1C(=O)c2ccccc2C(C(=O)NCc2cccnc2)C1c1cccs1 (stereo not drawn)	-8	6
O=C(Cc1c[nH]c2ccccc12)N(Cc1cccs1)C1(C(=O)NC2CCCC2)CCCCC1	-6	0
O=C(O)CCC(=O)Nc1nnc(-c2cccs2)s1	-7	-2
CC1CN(S(=O)(=O)c2cccs2)CC(C)O1 (stereo not drawn)	.	-5
O=C1NC2(Nc3sc4c(c31)CCCC4)C(=O)Nc1ccccc12 (stereo not drawn)	18	23
CC(C)(C)Sc1ccc(SC(C)(C)C)s1	.	-29
O=C(CCn1c(=O)c2sccc2n(Cc2ccc(F)cc2Cl)c1=O)NCc1ccccc1	0	-1
COc1ccc(NC(=O)C2CCc3sc(C(=O)N4CCOCC4)cc3C2)c(OC)c1 (stereo not drawn)	-5	41
Cc1ccc(C)c(-c2cc3c(N4CCC(C(=O)NCc5cccs5)CC4)nccn3n2)c1	0	14
Cc1cc(NS(=O)(=O)c2ccc(NC(=O)c3cccs3)cc2)no1	-4	-4
CSc1sc(C)cc1C1C(C#N)=C(N)N(c2ccccc2[N+](=O)[O-])C2=C1C(=O)CCC2 (stereo not drawn)	5	29
